OX1R antag-1: blocks the human orexin 1 receptor; OX1R-expressing cells, FRET antagonist read-out; inhibition, % at 6.6 µM; 330,000 tested, 1.8% active; AID 485270; in the data active = inhibition mostly above about 38%, no sharp cut-off; inactive = mostly below about 40%;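 also: 0% = agonist challenge alone and 100% = reference antagonist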
Target sequence (O43613 whole entry, looked up): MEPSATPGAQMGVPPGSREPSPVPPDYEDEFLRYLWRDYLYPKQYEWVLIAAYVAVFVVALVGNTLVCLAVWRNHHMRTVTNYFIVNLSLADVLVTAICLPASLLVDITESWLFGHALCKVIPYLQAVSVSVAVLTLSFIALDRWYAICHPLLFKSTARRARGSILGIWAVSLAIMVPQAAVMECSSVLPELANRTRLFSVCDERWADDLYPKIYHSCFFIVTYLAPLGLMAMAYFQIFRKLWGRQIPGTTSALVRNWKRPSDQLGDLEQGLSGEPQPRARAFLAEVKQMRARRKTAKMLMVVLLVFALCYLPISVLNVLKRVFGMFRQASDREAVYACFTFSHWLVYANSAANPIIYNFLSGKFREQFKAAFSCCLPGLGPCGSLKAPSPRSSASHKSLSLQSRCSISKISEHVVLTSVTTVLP
OX1R antag-2: human HCRTR1 antagonism; inhibition, % at 5 µM; CHO/OX1R cells, Fluo-8 calcium fluorescence, orexin A; O43613; 330,000 tested, 0.43% active; AID 434989;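 active = inhibition above its plate's threshold, mean inhibition of all tested compounds on the plate plus 3 SD, cut at about 37% in these data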;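 also: 0% = orexin A challenge wells and 100% = SB-334867-A antagonist wells; not every result past the cut was called active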
The depositor's hits bear a star.

SMILES | OX1R antag-1 | OX1R antag-2
O=C(Nc1ccccc1)N1CCCC(CNS(=O)(=O)Cc2ccccc2)C1 (centres undefined) | 6 | -22
Cc1cc(O)c(C(C)C)cc1N=C1CSC(=O)N1 | 17 | 7
Cc1ccsc1C(=O)OCC(=O)Nc1c(Cl)cccc1C(F)(F)F | 16 | -20
COCCn1c(SCC(=O)c2cc(C)n(C)c2C)nc2ccccc2c1=O | 36 | -28
COC(=O)C1=C(C(=O)OC)C2(OC1c1cccc(F)c1)C(=O)c1ccccc1C2=O (centres undefined) | 13 | -11
CCCCn1c(SCC(=O)NC2CCS(=O)(=O)C2)nnc1-c1ccc(OC)cc1 (centres undefined) | 15 | -8
Cc1noc(C)c1CSc1ncnc2sc3c(c12)CCC(C)C3 (centres undefined) | 16 | -8
O=C1CC(c2cc([N+](=O)[O-])ccc2Cl)c2c(ccc3ccccc23)N1 (centres undefined) | 16 | -21
CC(=O)CSc1nc2c(c(=O)[nH]c(=O)n2C)n1Cc1cccc(Br)c1 | 9 | -29
CC(C)C(=O)N1CCC(c2nc(-c3ccc(S(=O)(=O)N4CCN(C)CC4)cc3)no2)CC1 | 16 | -19
N#Cc1ccc(OCC(=O)NCCCn2ccnc2)cc1 | 1 | 0
O=C(Nc1ccc(Cl)cn1)c1cccc(OCc2ccccc2)c1 | 1 | -39
Cc1cc2oc(=O)cc(C)c2c(=O)o1 | 57 | 4
Cc1ccccc1OCc1n[nH]c(=S)n1-c1ccccc1 | 22 | -25
CC1CCCN(C(=O)C2CCN(CC3CC=CCC3)CC2)C1 (centres undefined) | 5 | -32
COC(=O)c1ccc(NC(=O)CN2C(=O)CC(C)S(=O)(=O)c3ccccc32)cc1 (centres undefined) | 2 | -5
COc1cccc(N2CCC(N3CCN(C)C(CCO)C3)CC2)c1 (centres undefined) | 12 | -7
CCOc1ccccc1OCC(=O)OCC(=O)NNC(=O)c1ccc([N+](=O)[O-])cc1 | 55* | -4
Cc1ccc(NC(=O)CSc2nc3c(c(=O)n(C)c(=O)n3C)n2C)cc1 | 6 | 2
O=C(C[n+]1ccccc1)N/N=C/c1ccc(Cl)c(Cl)c1 | 3 | 3
Cc1ccc(-n2c(C)cc(C(=O)CSc3nnnn3C)c2C)cc1 | 22 | -13
Cc1nnc2c3ccccc3c(-c3ccc(O)cc3)nn12 | 14 | -26
Cc1cccc(C2=N/C(=C\c3cccs3)C(=O)O2)c1 | 16 | -14
Nn1cnnc1SCC(=O)N(C1CCCCC1)C1CCCCC1 | 22 | -31
Cc1c(O)ccc(C(=O)CN2CCN(c3ccc(F)cc3)CC2)c1O | 10 | -15
CN(CC(=O)N1CCN(Cc2ccccc2)CC1)S(=O)(=O)c1ccc(F)cc1 | 12 | -15
COc1cccc(C2c3c(oc4ccccc4c3=O)C(=O)N2Cc2ccco2)c1 (centres undefined) | 7 | -28
CCOC(=O)Nc1nc(-c2ccccc2)c(C(=O)c2ccccc2)s1 | 23 | -23
Cc1cccc(C(=O)OCC(=O)Nc2c(C)n(C)n(-c3ccccc3)c2=O)c1O | 2 | -9
CCn1c(C)nc2cc(S(=O)(=O)Nc3ccc(C)cc3)ccc21 | 3 | -3

Compound profiles (already shown).
CN(CC(=O)N1CCN(Cc2ccccc2)CC1)S(=O)(=O)c1ccc(F)cc1 is listed with OX1R antag-1 = 12; OX1R antag-2 = -15
Cc1ccc(-n2c(C)cc(C(=O)CSc3nnnn3C)c2C)cc1 is listed with OX1R antag-1 = 22; OX1R antag-2 = -13

New compounds follow:
SMILES | OX1R antag-1 | OX1R antag-2
CCCCNC(=O)CSc1nnc(-c2cccc(S(=O)(=O)N3CCOCC3)c2)o1 | 2 | -10
C[C@@H](C(=O)NCc1ccc(S(C)(=O)=O)cc1)[C@H]1C[C@]1(C)[C@H](NC(=O)OCc1ccccc1)c1ccccc1 | 13 | -17
O=C(NC1CCOCC1)C1CCC(=O)N(Cc2cccc(C(F)(F)F)c2)C1 (centres undefined) | -5 | -5
CCOc1ccc(C(F)(F)F)cc1NC(C)=O | 19 | -19
CSc1nc2ccc(NS(=O)(=O)c3ccc(CNC(C)=O)cc3)cc2s1 | 0 | -5
O=C(NCc1ccncc1)c1cc(-c2ccc(Cl)cc2)oc1C(F)(F)F | 11 | -33
COc1ccc(OC)c(CN2CCC(N3CCC(C(=O)NC4CC4)CC3)CC2)c1 | 2 | -6
COc1ccc(C(=O)O/N=C(\N)Cc2ccc([N+](=O)[O-])cc2)c(OC)c1 | 19 | -18
Nc1ccc(C(=O)NC23CC4CC(CC(C4)C2)C3)cc1 | -1 | -17
CCOC(=O)N/N=C(\c1ccccc1)C(O)c1ccccc1 (centres undefined) | 9 | -20
CCCN1CCC(=O)N([C@H](CSc2ccc(OC)cc2)c2ccccc2)CC1 | 25 | -20
CC1(C)CC(=O)C(C=NCCCn2ccnc2)=C(O)C1 | 3 | -15
O=C(CNC(=O)c1cccs1)OCC(=O)c1ccc(Cl)cc1 | 20 | -8
Cc1cc(C)c(C(=O)/C=C/c2ccc3c(c2)OCO3)c(=O)[nH]1 | 12 | -4
Cc1ccc(-c2csc3ncnc(SCc4ccc(C(=O)O)cc4)c23)cc1 | 33 | -7
CC(C)CN(CC(C)C)C(=O)Cc1coc2ccc3ccccc3c12 | 13 | -4
COc1ccc(/C=C/C(=O)N/C(=C\c2ccco2)C(=O)NCCc2nc3ccccc3[nH]2)cc1 | 36 | -14
O=C(NCc1cccs1)C1CCCCC1 | 4 | 7
COC(=O)C1CN(S(=O)(=O)c2cc(OC)ccc2OC)CCS1 (centres undefined) | 11 | -4
Cc1ccc(S(=O)(=O)CCC(=O)OCC(=O)N2c3ccccc3CC2C)cc1 (centres undefined) | 11 | -6
O=C(C1CCCN(Cc2ccccc2F)C1)N1CCCCC1 (centres undefined) | -3 | -15
COCCCNC(=S)N1CCN(C(=O)C(=O)Nc2ccc(C(=O)OC)cc2)CC1 | 1 | 2
C=CCSc1ccsc1C(=O)O | 5 | -5
CCOc1ccccc1NC(=O)C1CCN(S(C)(=O)=O)CC1 | 22 | -2
CCN(C[C@H]1N[C@@](C)(C(=O)OC)[C@H]2C(=O)N(Cc3ccccc3)C(=O)[C@@H]12)C(=O)Nc1ccccc1 | 6 | -38
Cc1cccc(-n2nc(C)c3c(C(=O)O)cc(-c4cccs4)nc32)c1 | 10 | -11
Cc1ccc(NC(=O)CSc2nnc(Cc3cccn3C)n2-c2ccc(F)cc2)c(C)c1 | 12 | -26
COc1ccc(CNC(=O)Nc2ccccc2)cc1 | 6 | -15
O=C(Nc1ccccc1)c1cc(Cl)nc2ccccc12 | 9 | -26
CNC(=O)NC(=O)COC(=O)CCc1nc(=O)c2ccccc2n1C | 19 | -23
Cc1ccc(Cl)cc1N1CCN(Cc2nc3c(c(=O)[nH]c(=O)n3C)n2CCc2ccccc2)CC1 | -11 | -50
C=C1C[C@H]2[C@@H]3CCc4cc(OC)ccc4[C@H]3CC[C@]12C | 11 | -1
Cc1n[nH]c(C)c1N=Nc1ccc(Br)cc1 | 22 | -23
CC(C)(C)c1ccc(OCc2nnc(SCC(N)=O)n2N)cc1 | 5 | -3
Cc1ccc(S(=O)(=O)N(CC(=O)N/N=C\c2cccs2)c2cccc3cccnc23)cc1 | 26 | 5
CCOC(=O)N1CCN(C(=O)c2ccc(CNS(=O)(=O)c3ccc(C)cc3)cc2)CC1 | 24 | -37
O=C(O)c1cccc(S(=O)(=O)Nc2ccc(N3CCCCC3)cc2)c1 | 6 | 5
CC1=NN(Cc2ccccc2)C(=O)C1C(c1ccccc1)C(C#N)C#N (centres undefined) | 22 | -36
C[C@H](NC(=O)c1nc[nH]c1C(=O)N[C@@H](C)c1ccccc1)C(=O)OC(C)(C)C | 30 | -18
COc1ccc(CCNC(=O)COc2ncnc3cc([N+](=O)[O-])ccc23)cc1 | 53* | -25
CCOC(=O)c1ccccc1NC(=O)COC(=O)C(CCSC)NC(=O)COc1ccccc1 (centres undefined) | 34 | -21
CCC(C)[C@H](NC(=O)C1CCN(C(=O)[C@H](Cc2ccccc2)NS(=O)(=O)c2ccc(C)cc2)CC1)C(=O)O (some centres undefined) | 18 | 1
CCCCn1c(N)c(N(Cc2ccccc2OC)C(=O)c2ccc(N3CCCC3=O)cc2)c(=O)[nH]c1=O | 14 | -20
O=C(NCc1cccs1)C1CCN(S(=O)(=O)c2cccc3cccnc23)CC1 | 6 | -17
O=C(NCCCn1cccn1)c1cc(COc2ccc(F)cc2Cl)on1 | 11 | -6
Cc1ccccc1NC(=S)N(CCN(C)C)C(C)c1cccnc1 (centres undefined) | 7 | -11
N#Cc1ccncc1S(=O)c1ccc(Cl)cc1 (centres undefined) | 11 | -7
CN(CC(=O)Nc1ccc(F)cc1)C(=O)COC(=O)/C=C/c1ccc(OC(F)F)cc1 | 10 | -24
NC(N)=NS(=O)(=O)c1ccc(NC(=S)NC(=O)/C=C/c2ccc(F)cc2)cc1 | 12 | -14
Cc1c(NC(=O)C(C)OC(=O)c2c3c(nc4ccccc24)CCC(C)C3)c(=O)n(-c2ccccc2)n1C (centres undefined) | 4 | -27
O=C(/C=C/c1ccccc1)NCCCNC(=O)/C=C/c1ccccc1 | 44 | -13
CN(C)CCN(C)Cc1c2ccccc2c(CN(C)CCN(C)C)c2ccccc12 | 21 | -23
O=C(COC(=O)c1cc(=O)[nH]c(=O)[nH]1)Nc1cccc(S(=O)(=O)N2CCOCC2)c1 | 23 | 0
O=C(Nc1cccc2c1CCCC2)c1ccccc1Cl | 4 | -24
CCN(CC)C(=O)Cn1cc(C(=O)C(=O)N2CCCc3ccccc32)c2ccccc21 | 38 | -40
O=C(c1ccc(F)cc1)N1CCC(C(=O)N2CCN(c3ncccn3)CC2)CC1 | 4 | -22
COc1ccc(-c2ccc(C#N)c(OC(=O)c3c(Cl)cccc3Cl)n2)cc1 | 24 | -24
CN1CCCN(Cc2ccccc2C(F)(F)F)CC1 | 16 | 0
O=C(COc1ncnc2ccccc12)Nc1cccc([N+](=O)[O-])c1 | 14 | 2
O=C(NCc1ccccc1Cl)NCc1ccccc1Cl | 0 | -18

More results
SMILES | OX1R antag-1 | OX1R antag-2
COc1ccc(OC)c(-c2cc(C(=O)Nc3cc(C)n(Cc4ccc(Cl)cc4)n3)no2)c1 | 12 | -3
CCN(CC)CCOC(c1ccccc1)c1ccc(C)cc1 (centres undefined) | 14 | -17
CCOc1ccc(OCCNC2CCCC2)cc1 | 17 | -15
CCOC(=O)CSc1nc2c(sc3ccccc32)c(=O)n1CCCN1CCOCC1 | 66 | -5
Cc1ccc2c(c1)C1CN(C)CCC1N2Sc1ccccc1[N+](=O)[O-] (centres undefined) | 1 | -21
COc1ccccc1CN1CCNC(=O)C1CC(=O)O (centres undefined) | 12 | -3
CCN1CCCC1CNC(=O)c1cc(S(=O)(=O)CC)c(N)cc1OC (centres undefined) | 14 | -3
Cc1ccc(NC(=O)C(=O)NCCc2c[nH]c3ccccc23)c(C)c1 | 9 | -23
COc1ccc(N2CCN(C(=O)C3CCCN(S(=O)(=O)c4ccc(F)cc4)C3)CC2)cc1 (centres undefined) | 27 | -4
COc1ccc(/C=C/c2onc(C)c2S(=O)(=O)N2CCC(C(=O)N3CCC(C)CC3)CC2)cc1 | 4 | -21
COC(=O)c1ccc(OC(=O)c2ccc(OC)c(OC)c2)c(OC)c1 | 32 | -6
Cc1ccccc1CCN(C(=O)Cn1nnc2ccccc21)C(C(=O)NC(C)(C)C)c1ccsc1 (centres undefined) | 0 | -14
COc1ccccc1/C=C/C(=O)NCC(=O)n1nc(C)cc1C | 9 | -16
COc1ccccc1NC(=S)N1CCC(NC(=O)c2ccco2)CC1 | 28 | -10
COc1cc(OC)cc(C(=O)N[C@H](C(=O)OCC(=O)Nc2ccc(C(C)C)cc2)C(C)C)c1 | 3 | -42

Given with each value named: entries from further up
COc1ccc(N2CCN(C(=O)C3CCCN(S(=O)(=O)c4ccc(F)cc4)C3)CC2)cc1 (centres undefined)
- OX1R antag-1: 27
- OX1R antag-2: -4
COc1ccc(/C=C/c2onc(C)c2S(=O)(=O)N2CCC(C(=O)N3CCC(C)CC3)CC2)cc1
- OX1R antag-1: 4
- OX1R antag-2: -21
COC(=O)c1ccc(OC(=O)c2ccc(OC)c(OC)c2)c(OC)c1
- OX1R antag-1: 32
- OX1R antag-2: -6
Cc1ccccc1CCN(C(=O)Cn1nnc2ccccc21)C(C(=O)NC(C)(C)C)c1ccsc1 (centres undefined)
- OX1R antag-1: 0
- OX1R antag-2: -14

Next section.
SMILES | OX1R antag-1 | OX1R antag-2
O=[N+]([O-])c1cccnc1-n1cnc2ccccc21 | 40 | -28
CCc1sc(C(=O)NCc2ccco2)cc1Br | 1 | -12
COc1ccc(CN(CCN2CCOCC2)C(=O)c2c(F)cccc2F)cc1OC | 4 | -3
CC(=O)Nc1ccc(-c2csc(NC(=O)C3CC(=O)N(c4ccc5c(c4)OCCO5)C3)n2)cc1 (centres undefined) | 6 | -7
Fc1ccc(CN2CCN3CCCC3C2C2CCCCC2)cc1F (centres undefined) | 5 | -28
O=C(c1cccc(N2C(=O)C3CC=CCC3C2=O)c1)N1CCN(c2ccccc2)CC1 (centres undefined) | 14 | -9
CN(C)C=Nc1ccc2nn(-c3ccccc3)nc2c1 | 46 | 7
CN(CC(=O)Nc1ccc(N2CCOCC2)cc1)C(=O)c1cn(-c2ccccc2)nc1-c1ccccc1 | 10 | -18
COc1ccc(/C=N/n2c(SC)nnc(C(C)(C)C)c2=O)c(OC)c1 | 16 | -16
Cc1ccc(NC(=O)C(=O)NCCN2CCN(S(=O)(=O)c3ccccc3)CC2)cc1C | 4 | -24
Cc1ccc(NC(=O)CN2C(=O)COc3ccc(S(=O)(=O)N4CCOCC4)cc32)cc1F | 4 | -14
COC(=O)C(C)n1cnc2c(nnn2-c2ccc(OC)cc2)c1=O (centres undefined) | 8 | -7
C=CCn1cc(C(=O)OCC)c(=O)c2cc(F)c(F)cc21 | 5 | -8
COc1ccc(C(C)=O)c(OC(=O)c2ccc(OC)c(OC)c2)c1 | 3 | -13
COc1ccccc1CCNC(=O)Nc1cccc([N+](=O)[O-])c1 | 20 | 2
COc1cc(NC(=O)CCCn2c(=O)oc3ccccc32)cc(OC)c1 | 3 | 4

Screens: PubChem BioAssay, The Scripps Research Institute Molecular Screening Center
